Screening data (PubChem)
H9c2 TAG inh: inhibitors of triacylglycerol accumulation | 230,000 compounds, 0.66% hits | H9c2 cells, Nile Red lipid (TAG) fluorescence; cells loaded with 200 µM oleic acid | inhibition, % at 12.5 µM | AID 651582;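 active = pattern-corrected inhibition of lipid staining of at least 50% with the nuclear-stain viability signal not falling by more than 50%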;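 also: 0% = DMSO wells and 100% = triacsin C control wells; some results filed as inactive read as strong as hits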
H9c2 TAG inh DAPI viability: recorded beside H9c2 TAG inh, whose call it bears; DAPI nuclei signal change (viability), lower = more cytotoxic, %;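 whole-well DAPI fluorescence read on a plate reader as a viability signal; minus 50 percent equals half of cells still viable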
Numbers without * were called inactive. A portion of the library; count on the stated rates, not on these rows.

item	molecule	H9c2 TAG inh DAPI viability	H9c2 TAG inh
1	N/C(=N\OC(=O)CCc1ccccc1)c1ccccc1Cl	4.4	-13.3
2	S=c1[nH]nc(-c2ccccn2)n1/N=C/c1ccco1	0.4	-2.5
3	Cc1cccc(-n2c(C)nc3ccsc3c2=O)c1	7.4	-0.5
4	Cc1noc(/C=C/N(C)C)c1S(=O)(=O)N1CCCC(C(=O)NCCC2=CCCCC2)C1 (stereo not given)	-6.5	33.0
5	O=C(O)CCCC(=O)Nc1cccc(C(F)(F)F)c1	-4.5	18.6
6	CSc1ccccc1NC(=O)CN(C)C(=O)c1ccc(NC(=O)c2cccs2)cc1	2.6	2.4
7	Cc1cc(NC(CC(C)C)C(=O)O)nc(Cc2ccccc2)n1 (stereo not given)	-0.1	13.5
8	COC(=O)N/N=C/c1ccc(OC(=O)/C=C/c2ccco2)cc1	2.1	-14.7
9	O=C(CN1C(=O)NC2(CCCCCCC2)C1=O)Nc1c(Cl)cccc1Cl	-3.5	1.3
10	COc1ccc2oc(C(=O)OCC(=O)Nc3ccc(C)c(S(=O)(=O)N4CCOCC4)c3)c(C)c2c1	-1.4	-5.0
11	CC1CC2c3cccc(C(=O)O)c3C(=O)N2c2ccc(Cl)cc21 (stereo not given)	0.4	2.9
12	Cc1nnc(NC(=O)CSc2nc(N)c(NC(=O)c3cccs3)c(=O)[nH]2)s1	0.8	5.5

Three of these compounds in another layout.
Values run as follows: H9c2 TAG inh DAPI viability | H9c2 TAG inh
2. S=c1[nH]nc(-c2ccccn2)n1/N=C/c1ccco1
    0.4 | -2.5
8. COC(=O)N/N=C/c1ccc(OC(=O)/C=C/c2ccco2)cc1
    2.1 | -14.7
5. O=C(O)CCCC(=O)Nc1cccc(C(F)(F)F)c1
    -4.5 | 18.6

Later entries
item	molecule	H9c2 TAG inh DAPI viability	H9c2 TAG inh
13	CC(=O)c1cccc(NC(=O)CN(C)S(=O)(=O)c2ccccc2)c1	-2.6	0.6
14	CCOc1ccc(C(C)C)cc1S(=O)(=O)n1nc(C)cc1C	-2.8	-18.5
15	CCn1nc(C(=O)Nc2ccc(C)c(C)c2)c(Cl)c1Cl	-0.6	11.6
16	CC1(C)OC2COC(c3[nH]nc4c(=O)[nH]c(=O)[nH]c34)C2O1 (stereo not given)	7.5	2.4
17	CCc1ccc(C(O)c2ncc(-c3cccc(F)c3)[nH]2)cc1 (stereo not given)	5.5	-30.9
18	CN(Cc1ccccc1)CC(O)COc1ccc(CNCCOc2cccnc2)cc1 (stereo not given)	24.8	-22.8
19	CCN(CC)C(=O)C1CCCN(c2ccc([N+](=O)[O-])cc2/C=N/NC(=O)c2cccc([N+](=O)[O-])c2)C1 (stereo not given)	-12.2	11.8
20	COc1cccc(-c2cc3nc(C)cc(N4CCN(C(=O)c5ccoc5)CC4)n3n2)c1	-21.9	39.5
21	O=C(c1ccccc1)C(CN1CCCCC1)c1ccccc1 (stereo not given)	-74.6	107.3
22	Cc1nc(CC(=O)c2ccc(O)c(C)c2O)cs1	5.4	-9.4
23	CC(=O)Oc1ccc2nc(/C=C/c3ccccc3)oc(=O)c2c1	2.1	0.1
24	CC(C)(C)N(Cc1ccccc1)C(=O)COC(=O)/C=C/c1ccc2c(c1)OCO2	-2.9	-6.9
25	COc1ccc(CC(=O)Nc2cccc(C(C)=O)c2)cc1S(=O)(=O)N1CCOCC1	-3.1	-7.8
26	CCc1ccc(N(C(=O)c2ccco2)C(C(=O)NC2CCCC2)c2ccco2)cc1 (stereo not given)	-15.0	18.2
27	CC(C)c1ccc(C(O)Cc2nc3ccccc3n2C)cc1 (stereo not given)	-3.5	-4.1
28	O=C(Cc1sc(Nc2ccccc2)nc1-c1ccccc1)NCc1ccccc1	-3.7	11.4
29	COc1ccccc1CNC(=O)CCC(=O)N1CCOc2ccc(Cl)cc21	-6.4	8.1
30	Cc1ccc(N2C(=O)c3ccc(C(=O)N4CCN(c5ccc(C)c(C)c5)CC4)cc3C2=O)cc1	-2.8	-19.1
31	CCOC(=O)c1c(CN2CCNCC2)nc2ccc(Cl)cc2c1-c1ccccc1	-33.1*	69.6*
32	COCc1cccc(-c2csc(C(O)c3ccc(F)c(OC)c3)n2)c1 (stereo not given)	-0.6	-24.4
33	COCCCn1c(SCC(=O)N2CC(=O)Nc3ccccc32)nnc1-c1ccoc1C	-5.9	25.0
34	O=C(CNC(=S)N(Cc1ccccc1Cl)C1CCCC1)NCCN1CCOCC1	-0.3	1.0
35	CN1CCC2CC1c1cc(-c3ccc(C(F)(F)F)cc3)ccc12 (stereo not given)	14.3	8.3
36	C[C@H](NC(=O)c1nc[nH]c1C(=O)N1CCc2ccccc2C1)C(=O)OC(C)(C)C	12.2	-14.5
37	O=C(CSc1nc2c(cnn2-c2ccccc2)c(=O)[nH]1)N1N=C(c2cccs2)CC1c1ccc(F)cc1 (stereo not given)	10.5	6.3
38	Nc1ccc(Sc2cnn(-c3ccccc3)c(=O)c2Cl)cc1	-0.2	8.0
39	CN(C)S(=O)(=O)c1cccc(NC(=O)COC(=O)CNC(=O)c2cccc([N+](=O)[O-])c2)c1	8.9	-6.4
40	CN(CC(=O)Nc1ccccc1N1CCOCC1)CC(=O)Nc1ccc(F)c(F)c1F	-5.0	3.6
41	Cc1ccc(C)c(NC(=O)CCN2CCN(C)CC2)c1	-3.9	-9.9
42	CC1(C(=O)NCCc2c[nH]c3ccccc23)CCN1CC1CCCCC1 (stereo not given)	-0.6	7.3
43	Cc1[nH]n(-c2ccccc2)c(=O)c1C=Nc1ccc(S(=O)(=O)N=C(N)N)cc1	5.2	3.9
44	CN1CCN(C2Cc3cc(Cl)ccc3Sc3cc(F)ccc32)CC1 (stereo not given)	8.1	13.7
45	Cc1cccc(Nc2ccc([N+](=O)[O-])cn2)c1	-9.4	-5.1
46	O=C(O)CCCC(=O)Nc1cccc([N+](=O)[O-])c1	0.9	-14.5
47	COC(=O)c1sc(NC(=O)COc2cccnc2[N+](=O)[O-])c(C(=O)OC)c1C	5.1	18.1
48	CCOC(=O)c1c(C)n(C)c2ccc(OC)c(NC(=O)CCN3CCSCC3)c12	2.6	1.4
49	COC(=O)C1C2C=CC3(CN(Cc4cccs4)C(=O)C13)O2 (stereo not given)	11.3	1.8
50	CN(CCc1ccccn1)S(=O)(=O)c1ccc(F)cc1	12.9	-0.8
51	FC(F)(F)c1ccnc(Sc2n[nH]c(C(F)(F)F)n2)c1	1.3	7.6
52	O=C1CC(Nc2ccccc2)C(=O)N1c1ccc(N2CCOCC2)cc1 (stereo not given)	-2.0	-5.7
53	O=C(O)CCn1c(-c2ccccc2)cc2ccccc21	-3.7	-0.1
54	Cc1[nH]c(=O)[nH]c(=O)c1S(=O)(=O)N1CCCC1	-8.4	0.1
55	COc1ccc(-c2nnc(-c3cccnc3)o2)cc1	5.9	4.6
56	O=c1oc(-c2ccc(Cl)cc2[N+](=O)[O-])nc2ccccc12	-3.3	-3.7
57	CSCCC(NC(=O)c1ccccc1Cl)C(=O)NCCOc1ccccc1 (stereo not given)	-2.9	2.1
58	CN(c1ccccc1)S(=O)(=O)c1cccc(NC(=O)c2cc(=O)c3ccccc3o2)c1	1.7	8.4
59	Fc1ccc2c(c1)C(c1ccncc1)=NNC(c1cccnc1)=N2	-3.7	8.0
60	O=C(NCC1COc2ccccc2O1)c1cccc(S(=O)(=O)N2CCN(c3ccccc3)CC2)c1 (stereo not given)	4.8	6.5

Record cards, from the list above. Screens in order: H9c2 TAG inh DAPI viability | H9c2 TAG inh
`CN(c1ccccc1)S(=O)(=O)c1cccc(NC(=O)c2cc(=O)c3ccccc3o2)c1` as listed: 1.7 | 8.4
`COc1ccc(-c2nnc(-c3cccnc3)o2)cc1` as listed: 5.9 | 4.6
`O=C(NCC1COc2ccccc2O1)c1cccc(S(=O)(=O)N2CCN(c3ccccc3)CC2)c1` (stereo not given) as listed: 4.8 | 6.5
`CN(CCc1ccccn1)S(=O)(=O)c1ccc(F)cc1` as listed: 12.9 | -0.8
`CSCCC(NC(=O)c1ccccc1Cl)C(=O)NCCOc1ccccc1` (stereo not given) as listed: -2.9 | 2.1

Next part:
item	molecule	H9c2 TAG inh DAPI viability	H9c2 TAG inh
61	O=C(COC(=O)Cc1ccc(Cl)c(Cl)c1)NCCc1ccccc1	-7.8	12.7
62	CC(C)=CCn1c2ccc(NC(=O)Nc3ccc(N(C)C)cc3)cc2c(=O)n1C	2.4	2.6
63	Nc1nonc1-c1nc2ccccc2n1CC(=O)N/N=C/c1ccc(-c2ccccc2C(=O)O)o1	-0.5	3.6
64	Cc1ccc(-n2c(SCC(=O)NCC3CCCO3)nnc2-c2ccoc2C)cc1 (stereo not given)	-5.6	-5.0
65	CCCCN(C(=O)c1nn(C)c(=O)c2ccccc12)c1c(N)n(CC(C)C)c(=O)[nH]c1=O	0.7	0.9
66	O=C(c1ccccc1Cl)N1CCNCC1	-8.7	10.8
67	Cc1ccc(F)cc1NC(=O)CSc1ncccn1	14.3	-3.1
68	CNC(=O)c1c[nH]n2c(=O)c(Cc3ccccc3F)c(C)nc12	6.5	-1.9
69	Cc1cc(C)n2nc(SCCCC(=O)c3ccc(F)cc3)nc2n1	2.3	-2.7
70	COc1ccc(C(=O)CSc2nnc(C3CCCCC3)n2N)c(OC)c1	0.3	-3.8
71	Cc1ccc(-c2nc(SCC(=O)NCC3CCCO3)c(-c3ccc(Cl)cc3)[nH]2)cc1 (stereo not given)	-9.6	12.8
72	Cn1c(=O)c2c(nc(SCC(=O)NCc3ccc4c(c3)OCO4)n2Cc2ccccc2)n(C)c1=O	-5.5	4.0
73	COc1cc(-c2ccc3cc(OC)c(OC)c(OC)c3c2)cc(OC)c1OC	1.6	10.9
74	CCOc1ccc(C(CC(=O)O)n2cnnn2)cc1OC (stereo not given)	-8.1	-10.4
75	Cc1c(NC(=O)c2cccc(NC(=O)C(C)Oc3ccccc3)c2)c(=O)n(-c2ccccc2)n1C (stereo not given)	-4.3	15.5
76	COc1ccc(C(C#N)CC(=O)c2ccc(OC)c(OCc3ccccc3)c2)cc1OC (stereo not given)	8.9	-19.9
77	O=C(NC(=S)Nc1ccccn1)c1ccc(-c2ccccc2)cc1	-1.9	-14.2
78	COc1ccccc1C1(CCN=Cc2ccc(N(C)C)cc2)CCOC(C)(C)C1 (stereo not given)	-4.6	-12.0
79	C[C@@H](C(O)c1ccccc1)N(C)C(=O)CCc1ccccc1 (stereo not given in full)	3.0	-5.4
80	O=C(Cn1cnc2ccccc2c1=O)Nc1nc2ccccc2s1	1.5	-4.6
81	COC(C[C@H]1O[C@@H]1[C@H](O)COCc1ccccc1)OC	9.6	-19.9
82	COC(=O)CC1Oc2ccccc2N(Cc2ccc(C)cc2)C1=O (stereo not given)	-7.2	3.6
83	Cc1nnsc1C(=O)NC1CCCc2c1cnn2-c1cc(F)cc(F)c1 (stereo not given)	-2.0	5.3
84	CCC(C)NS(=O)(=O)c1ccc(OCC(=O)NCc2ccco2)cc1 (stereo not given)	8.6	-11.6
85	Cc1ccc(/C=C/C(=O)OCC(=O)NCc2cccs2)o1	-10.0	7.4
86	Cc1nc(SCc2nc3ccc(Cl)cc3[nH]2)c2oc3ccccc3c2n1	-5.8	-19.4
87	Cc1ccc(-n2ncc3c(=O)n(-c4cccc(C)c4)c(=O)[nH]c32)cc1	-3.6	3.1
88	COc1ccc(/C=C2\SC(=O)N(CCNC(=O)Cn3[nH]c(=O)c4ccccc4c3=O)C2=O)cc1	-2.0	1.6
89	CNc1nc(-c2cccs2)cc(C(F)(F)F)c1C#N	59.3	4.9
90	CCCC(CCC)C(=O)NC1CCN(Cc2ccccc2)CC1	0.0	1.7
91	COC(=O)CSc1nnc(-c2cccc(NC(=O)c3ccc(C)cc3)c2)n1C	-4.8	5.5
92	COc1ccc(OC)c(N(CC(=O)NCCSCc2ccco2)S(=O)(=O)c2ccc(OC)c(OC)c2)c1	-20.8	35.1
93	CC(=O)CC1(C)OC(N)=C(C#N)C1(C#N)C#N (stereo not given)	-23.0	-44.0
94	CCOc1cc(/C=C/c2ccc3cccc([N+](=O)[O-])c3n2)ccc1OCC(=O)N(C)C	3.2	11.0
95	O=C(N1CCOCC1)N1CCN(S(=O)(=O)c2ccc(Cl)cc2)CC1	-6.2	-17.9
96	CN(C)CC(=O)Nc1nc(-c2ccccc2)cs1	-6.1	9.9

Brought forward from above: 2 entries; new compounds follow.
item	molecule	H9c2 TAG inh DAPI viability	H9c2 TAG inh
95	O=C(N1CCOCC1)N1CCN(S(=O)(=O)c2ccc(Cl)cc2)CC1	-6.2	-17.9
96	CN(C)CC(=O)Nc1nc(-c2ccccc2)cs1	-6.1	9.9
97	N=C1C(c2nc3ccccc3[nH]2)=C(O)CN1C1CCCCC1	-4.1	-6.9
98	COc1ccccc1NC(=O)COc1ccc(C(=O)NC2CCCc3ccccc32)cc1OC (stereo not given)	-2.6	8.9
99	Cc1c(C(=O)NC2CCCc3ccccc32)oc2ccc(S(=O)(=O)N3CCOCC3)cc12 (stereo not given)	-5.5	-15.8
100	OCC1(CCc2ccccc2)CCN(Cc2cc(F)ccc2-n2cccn2)CC1	50.0	6.6
101	Cc1ccc(CNC(=O)CCC(=O)n2ncc3cc(C)ccc32)cc1	-6.8	10.6
102	O=C(O)c1[nH]c2ccccc2c1C(c1cc(Br)ccc1O)c1c(C(=O)O)[nH]c2ccccc12	3.0	5.1
103	CC(=O)Nc1ccc(S(=O)(=O)Oc2cccc(/C=C3\SC(N)=NC3=O)c2)cc1	6.3	6.0
104	Cc1ccc(C(C(=O)NC2CCCCC2)N(Cc2ccco2)C(=O)C2COc3ccccc3O2)o1 (stereo not given)	5.0	17.9
105	O=C(Nc1ccc(S(=O)(=O)N2CCc3ccccc32)cc1)C(F)(F)F	-0.3	-10.4
106	CN(C)S(=O)(=O)c1ccc(N2CCCC2)c(C(=O)Nc2ccccc2N2CCOCC2)c1	6.8	-3.5
